Source: PubChem BioAssay
HEK293 viab = cell viability loss counter-screen; HEK-293-SNCA-luc viability, GF-AFC fluorescence, 24 h; Potency, µM (doses to about 57.1 µM), for the others: at the highest dose activity change, negative = cytotoxicity, hits mostly cytotoxic; 0.12% of 150,000 active;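 note: potency is the fitted concentration of half-maximal effect; 0% = DMSO-treated cells and -100% = medium-only wells without cells; nearly all actives have a fitted effect of over 30% in size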
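Cytotoxicity counterscreen: after 24 h compound treatment of genome-edited SNCA-luciferase HEK-293 cells, live-cell protease substrate GF-AFC read by fluorescence after 30 min; activity scaled between DMSO (0%) and medium-only (-100%), curves Hill-fitted.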
GPT2 inhibitor = inhibitors of human GPT2 alanine aminotransferase | Q8TD30 | AID 1671188 | Potency, µM (doses to about 57.7 µM), inactives show at the top dose activity change, negative = inhibition, most hits filed as inhibitors | 0.25% of 100,000 active | Recombinant GPT2, coupled pyruvate oxidase/HRP Amplex Red fluorescence; note: potency is the fitted concentration of half-maximal effect; nearly all actives have a fitted effect of over 60% in size; many of its hits are not listed in these tables
Target sequence (Q8TD30 whole entry, looked up): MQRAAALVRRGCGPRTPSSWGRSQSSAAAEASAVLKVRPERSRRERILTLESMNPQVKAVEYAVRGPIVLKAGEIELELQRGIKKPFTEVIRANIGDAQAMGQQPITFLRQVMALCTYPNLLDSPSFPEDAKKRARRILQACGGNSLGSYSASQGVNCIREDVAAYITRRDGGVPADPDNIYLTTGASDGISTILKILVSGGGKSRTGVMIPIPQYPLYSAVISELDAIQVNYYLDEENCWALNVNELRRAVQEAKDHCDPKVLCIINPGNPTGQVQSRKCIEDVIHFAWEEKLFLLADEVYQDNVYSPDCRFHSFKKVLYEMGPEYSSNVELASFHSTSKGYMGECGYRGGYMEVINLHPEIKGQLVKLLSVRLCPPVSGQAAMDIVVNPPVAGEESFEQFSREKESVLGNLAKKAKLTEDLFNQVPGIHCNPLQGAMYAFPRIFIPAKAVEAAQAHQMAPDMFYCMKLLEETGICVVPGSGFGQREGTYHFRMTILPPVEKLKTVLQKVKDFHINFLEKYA
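GPT2 10ng/uL, a-KG 250uM, L-Ala 2mM, HEPES pH7.5 + 0.0001% Tween; 30 min RT. Then Amplex mix (PO/HRP/ThPP), 30 min RT dark, fluorescence. AOA 50uM used as positive control.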
Luciferase inh = inhibitors of firefly (Photinus pyralis) luciferase. P08659. purified P. pyralis luciferase, luminescence, biochemical. Potency, µM (doses to about 115 µM), inactives show at the top dose activity change, negative = inhibition, actives largely listed as inhibitors. 2.5% of 76,000 active. AID 1347043; note: potency is the fitted concentration of half-maximal effect; nearly all actives have a fitted effect of over 65% in size
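Purified 10nM P. pyralis luciferase with 10uM D-luciferin and 10uM ATP in 50mM Tris acetate pH 7.5, 10mM Mg acetate, 0.01% Tween-20, 0.05% BSA. qHTS titration; luminescence read by CCD imager.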
NIH3T3 tox = NIH 3T3 cell cytotoxicity | NIH 3T3 viability, CellTiter-Glo ATP luminescence, 48-72 h | Potency, µM (doses to about 96.7 µM), without a hit: at the top dose activity change, negative = cytotoxicity, usual class: inhibitors | 4.3% of 94,000 active | AID 1345082; note: potency is the fitted concentration of half-maximal effect; nearly all actives have a fitted effect of over 55% in size
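ATP-dependent luminescence (CellTiter-Glo) served as the viability signal for NIH 3T3 cells treated with compound for 48 or 72 hr at 37 °C.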
IP6K1 inh = IP6K1 kinase inhibition | Q92551 | IP6K1 kinase, ADP-Glo luminescence, 2 h; stronger effect = lower value | activity change, % (series mostly up to about 58 µM) | 0.81% of 140,000 active | AID 1645851; in the data active = activity change below about -25%
Target sequence (Q92551 whole entry, looked up): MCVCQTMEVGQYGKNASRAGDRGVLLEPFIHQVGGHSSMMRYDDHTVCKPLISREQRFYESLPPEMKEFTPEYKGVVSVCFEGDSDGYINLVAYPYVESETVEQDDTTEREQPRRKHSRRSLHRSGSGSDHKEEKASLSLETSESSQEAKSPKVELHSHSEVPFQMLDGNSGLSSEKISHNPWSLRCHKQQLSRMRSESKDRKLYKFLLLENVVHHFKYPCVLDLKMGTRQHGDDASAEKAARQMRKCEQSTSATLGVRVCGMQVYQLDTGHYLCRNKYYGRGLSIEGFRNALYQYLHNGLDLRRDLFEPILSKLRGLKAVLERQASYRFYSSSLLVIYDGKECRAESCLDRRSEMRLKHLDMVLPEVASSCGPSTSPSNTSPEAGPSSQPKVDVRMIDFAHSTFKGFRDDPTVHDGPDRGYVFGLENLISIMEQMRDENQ
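ADP-Glo luminescence measures ADP made by human IP6K1 during a 2 h RT reaction with ATP/IP6 (mix at 1.3 mM/130 uM); top library doses 57.5 and 19.1 uM final.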
SNCA expr inhib = inhibitors of alpha-synuclein (SNCA) gene expression; AID 1671194; HEK-293 SNCA-luciferase knock-in, luminescence, 24 h; 0.17% of 140,000 active; Potency, µM (series often up to 57.2 µM), without a hit: top-dose activity change, negative = inhibition, actives largely listed as inhibitors;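 note: potency is the fitted concentration of half-maximal effect; plate controls were DMSO cells for no effect and cell-free wells for full effect; nearly all actives have a fitted effect of over 45% in size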
HEK293 tox = kills HEK 293 cells; 6.6% of 94,000 active; HEK 293 viability, ATP luminescence (CellTiter-Glo), 48-72 h; AID 1345083; Potency, µM (doses to about 115 µM), inactives show at the highest dose activity change, negative = cytotoxicity, hits mostly inhibitors; note: potency is the fitted concentration of half-maximal effect; nearly all actives have a fitted effect of over 60% in size
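HEK 293 seeded at 250 cells/well receive compound via pintool. After 48 or 72 hr at 37 degree Celsius, 5% CO2 and 95% humidity, CellTiter-Glo is dispensed and luminescence read following 10 min at room temperature.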
Active calls of the source: *; i = inactive; u = inconclusive; x = not tested or not shown; & = joins results of further samples; [ ] = dose if it differs, or a comment. Unless noted, calls come from the whole dose curve; as a rule, active = well fitted curve in the direction sought with a large enough effect; inconclusive = small, poorly fitted or top-dose-only effect, or another doubt; inactive = no such curve, though single readings can be large; an effect the other way counts as inactive or inconclusive. Unless noted, % is set by controls: 0 for no effect and ±100 for the full control effect.

No.	Compound	HEK293 viab	GPT2 inhibitor	Luciferase inh	NIH3T3 tox	IP6K1 inh	SNCA expr inhib	HEK293 tox
1	O=C1NC(=NC2CCCC2)C2(CCCN(Cc3ccc(F)cc3)C2)N1c1cccnc1 (stereo not drawn)	-8%	4%	x	16µM*	-6	u	-24%
2	COc1cc2c(Nc3ccc(Br)cc3F)ncnc2cc1OCC1CCN(C)CC1	u	-12%	x	x	27&-3	-51%[25.6 µM]	x
3	O=C(C1CCCN1C(=O)c1cccc(-c2cccnc2)c1)N1CCC(c2ccccc2)CC1 (stereo not drawn)	x	x	x	u	-15	x	u
4	O=C(Nc1cccc(Br)c1)Nc1nc2c(s1)CCCCCC2	-28%	x	x	x	-7	-7%	x
5	O=C1NC2(CCN(CC3CC3)CC2)Oc2ccccc21	4%[87.6 µM]	i	-6%[172 µM]	-9%[138 µM]	2	12%[87.6 µM]	-19%[172 µM]
6	CCOC(=O)[C@H]1C[C@]2(CCCCN(CCOC)C2=O)N(C(=O)COC(C)=O)[C@H]1c1ccccc1	x	x	x	u	-2	x	-19%
7	COC(=O)[C@@H]1CN(C(=O)c2cccnc2)CCN1C(C)=O	-5%[87.6 µM]	-50%[88.5 µM]	-1%[230 µM]	-2%[230 µM]	7	-15%[87.6 µM]	i
8	Cc1ccc(NC(=O)CN(C)S(=O)(=O)c2ccc3c(c2)n(C)c(=O)c(=O)n3C)cc1C	12%	x	x	x	-12	29%	x
9	Cc1cc(-c2nc(C3CCOCC3)nn2Cc2ccccc2C)c(C)o1	-22%	-8%	7%	u	1	6%	u
10	CCN1C(=O)C2(CCN(S(=O)(=O)c3cccs3)CC2)c2ccccc21	-1%	-9%	1%	5%	1	-4%	-5%
11	O=C(Cc1ccccc1F)N1CCC(c2nc(C3CCOCC3)no2)C1 (stereo not drawn)	5%	i	-7%	-16%	9	-9%	-5%
12	COc1cc(NS(=O)(=O)c2ccc(-c3cc(C)no3)cc2)cc(OC)c1	-23%	x	x	x	3	-36%	x
13	Cc1nonc1CC(=O)N1CCC(O)(CN2CCOCC2)C(C)(C)C1 (stereo not drawn)	4%	0%	-5%	5%	-1	-7%	-3%
14	CCNC(=O)N1CCC(c2ncc(C)n2C(C)C)C1 (stereo not drawn)	2%	1%	-7%	-7%	-6	-8%	-8%
15	O=C(c1cc(F)ccc1F)N1CCC[C@H]1c1nc(-c2ccccc2)no1	5%	i	12%	-21%	0	8%	u
16	COCC(=O)N1CCC2(CC1)CC(N1CCN(c3ccccn3)CC1)CCO2 (stereo not drawn)	4%	-14%	-2%	-18%	-7	24%	-25%
17	CC(C)C(=O)Nc1ccc(C2(C(=O)O)CCCCC2)cc1	15%	-3%	-16%	-23%	-7	7%	11%
18	CN1CCN(c2cc(=O)c3ccnc(-c4cccc(F)c4)c3o2)CC1	-9%[87.6 µM]	2%[88.5 µM]	-21%[172 µM]	35µM*	-8	21%[87.6 µM]	-14%[172 µM]
19	CS(=O)(=O)N1CCC(C2CCN(C(=O)c3ccc(C#N)cc3)C2)CC1 (stereo not drawn)	1%[12.5 µM]	i	1%	-9%	11	u	-2%
20	CN(C)CCOc1cc(NS(=O)(=O)c2c(Cl)cc(C(F)(F)F)cc2Cl)ccc1Cl	-8%	i	x	x	-4	x	x
21	COc1ccc(CN2CC3(C2)C(=O)N(Cc2ccc(C)o2)C(=O)[C@@H]2C[C@@H](O)CN23)cc1	-2%[87.6 µM]	0%[88.5 µM]	6%[172 µM]	-5%[174 µM]	7	18%[87.6 µM]	-18%[172 µM]
22	COc1cccc(S(=O)(=O)N2CCCC(c3nn[nH]n3)C2)c1 (stereo not drawn)	7%	i	15%	3%	-21	-14%	i
23	COc1ccccc1CN1CCCC(CN(CCN(C)C)C(=O)c2cc(C(C)C)no2)C1 (stereo not drawn)	-14%	i	1%	u	17	-30%	-20%
24	Cc1noc(C)c1CN1CCOC[C@H](O)C1	-8%[87.6 µM]	2%[88.5 µM]	-1%[230 µM]	3%[230 µM]	10	9%[87.6 µM]	-2%[230 µM]
25	COC[C@@H]1[C@@H](NC(=O)Cc2nn(C)c(=O)c3ccccc23)[C@@H]2CCO[C@H]12	-12%	i	-3%	i	3	-21%	i
26	OC[C@@H]1CN(Cc2ccc3[nH]ccc3c2)C[C@H]1c1ccccn1	-8%	i	-12%	-17%	11	3%	-27%
27	COc1ccc(C(=O)N2CC(Oc3ccc(F)cc3F)C2)cc1	-26%	0%	x	-17%	-5	-4%	-17%
28	O=C(CCc1ccccc1)N1CCC(Oc2ncccc2C(=O)N2CCCCC2)C1 (stereo not drawn)	-8%	3%	-12%	-27%	5	40%[activator]	u
29	CC1(C)CN(C(=O)c2ccc(-c3cccc4nc(NC(=O)C5CC5)nn34)cc2)C1	u	0%	x	x	1	x	x
30	Cc1cccc(CCNC(=O)Cn2ncc3c(=O)oc4ccccc4c32)c1	-3%	x	x	x	-8	5%	x
31	COCCNC(=O)c1c(NC(=O)Cc2coc3cc(C)ccc23)sc2c1CCCC2	-2%	x	x	x	5	-16%	x
32	CCc1nncn1C1CCN(S(=O)(=O)c2cccc(C)c2)CC1	5%	i	-2%	-9%	-2	0%	0%

Down the list, as entered above.
Nos. 12–18 in GPT2 inhibitor, in turn: x, 0%, 1%, i, -14%, -3%, 2%[88.5 µM]
Nos. 12–18 in Luciferase inh, in turn: x, -5%, -7%, 12%, -2%, -16%, -21%[172 µM]

(cont.)
No.	Compound	HEK293 viab	GPT2 inhibitor	Luciferase inh	NIH3T3 tox	IP6K1 inh	SNCA expr inhib	HEK293 tox
33	O=C1CC(c2ccccc2)N(C(=O)Cc2cccnc2)CCCCCCN1 (stereo not drawn)	-8%	i	-9%	-12%	7	5%	3%
34	Cc1cccc(-c2noc(-c3ccc(N4CCN(C)CC4)c([N+](=O)[O-])c3)n2)c1	4%	x	x	x	10	-12%	x
35	O=C1NCCCCCCN(C(=O)NC2CCCCC2)[C@H]2CCCC[C@@H]12	-15%	i	1%	-14%	0	1%	3%
36	COCCN(CC1CCN(Cc2ccccc2F)CC1)C(=O)c1cc[nH]c1C	-13%	-5%	-5%	-28%	13	-7%	-7%
37	COc1ccccc1CNC(=O)C1CN(C)C(=O)N1 (stereo not drawn)	1%[12.5 µM]	i	x	-12%[138 µM]	-7	-3%[87.6 µM]	i
38	O=C(Nc1cccc2cccnc12)c1cccc2ccccc12	-5%	x	x	x	38	124%[activator]	x
39	CNC(=O)c1nc2cccnc2n(-c2ccc(OC)cc2)c1=O	-2%[87.6 µM]	0%[88.5 µM]	x	3%[138 µM]	8	-11%[87.6 µM]	-1%[172 µM]
40	CCOC(=O)COc1ccc(CC)cc1C(=O)c1ccn2nc(-c3ccc(C)cc3)cc2n1	-25%	x	x	x	12	u	x
41	Cc1noc(C2CC3(CCN(C(=O)Cn4c(=O)oc5ccccc54)CC3)CN2C)n1 (stereo not drawn)	2%	0%	-4%	-1%	-2	-6%	3%
42	Cc1ccc(-c2cc(N3CCCN(C(=O)c4ccccc4C)CC3)n[nH]2)cc1C	0%	u	-18%	40µM*	8	-21%	32µM*
43	COc1ccc(N(C)C(=O)c2oc(=O)c3ccccc3c2-c2ccc(C)cc2)c(OC)c1	-10%	x	x	x	18	u	x
44	Cc1cnc(C(=O)N[C@@H]2CCC[C@@H]2C(=O)NCc2cccs2)cn1	5%	-4%	-1%	i	11	0%	i
45	COc1ccc(OC)c(CCNC(=O)c2ccc(CS(=O)Cc3cccc(Cl)c3)o2)c1 (stereo not drawn)	-25%	x	x	x	20	53%[activator]	x
46	COc1ccc(Cc2ncc3c(n2)CN(C(=O)c2ccc(OC)c(O)c2)C3)cc1	-11%	4%	0%	u	3	-13%	-5%
47	Cc1cccc(N2CCN(S(=O)(=O)c3c(C)nc4scc(C)n4c3=O)CC2)c1C	2%	x	x	x	-9	13%	x
48	CN1CCN(c2ccc(-c3cccc(CN4CCOCC4)c3)cc2NC(=O)c2c[nH]c(=O)cc2C(F)(F)F)CC1	6%	i	x	x	-16	x	x
49	COC(=O)[C@@H]1Cc2ncn(Cc3ccc(OC)cc3)c2CN1S(=O)(=O)c1ccc(F)cc1	-16%	u	-1%	79µM*	1	-8%	-5%
50	CCc1ccc2oc(-c3ccc(C)c(NC(=O)c4ccc(C#N)cc4F)c3)nc2c1	6%	x	x	x	-2	166%[activator]	x
51	CCOc1ccccc1NC(=O)Cn1c(N2CCOCC2)nc(COC)cc1=O	6%	2%	5%	-5%	17	6%	-2%
52	CN1CCN(c2nc3cc(C(F)(F)F)ccc3n3cccc23)CC1	-6%	i	x	x	x	-26%	x
53	CCc1ccc(NC(=O)CN2CCN(C3CCCCC3)C(=O)C2=O)cc1	-16%	x	x	x	15	u	x
54	Cn1nc(-c2ccncc2)cc1NC(=O)c1ccc(Cl)cc1	-20%[87.6 µM]	-7%[88.5 µM]	x	u	1	-5%[87.6 µM]	u
55	C[C@@]1(O)[C@H](O)[C@@H](CO)O[C@H]1n1cnc2c(=O)[nH]c(N)nc21	6%	-11%	x	x	21	x	x
56	CCn1cc(C(=O)NC2CCc3nnc(C4CC4)n3CC2)cn1 (stereo not drawn)	-5%	i	4%	i	-15	33%[activator]	1%
57	COc1cc(C2N=C(N)Nc3nc4ccccc4n32)ccc1OCCC(C)C (stereo not drawn)	9%	x	x	x	17	u	x
58	Cc1cccc(C(=O)N2CCC(Cc3nc(C(C)C)no3)CC2)c1	-8%	i	4%	u	17	-6%	u
59	Cc1noc([C@@H]2CN(Cc3ccc[nH]3)C[C@H]2CO)n1	-5%	i	-7%	-11%	6	41%[activator]	-13%
60	CCCC(=O)Nc1ccc(NC(=O)C2CC(=O)N(CC(C)C)C2)cc1OC (stereo not drawn)	6%	i	-8%	-5%	14	-7%	-21%
61	Cn1c(CN2CCOC[C@H]2c2ncc(-c3ccc(Cl)s3)[nH]2)nc2ccccc21	-16%[87.6 µM]	-6%[88.5 µM]	3%[172 µM]	89µM*	2	-16%[87.6 µM]	u
62	Cc1ccc(S(=O)(=O)C(CNC(=O)C(=O)NCCc2ccccc2)c2cccs2)cc1 (stereo not drawn)	7%	x	x	x	4	-19%	x
63	O=C(O)CC(=O)OC[C@H]1O[C@@H](Oc2ccc3c(c2)OC[C@H]2c4cc5c(cc4O[C@@H]32)OCO5)[C@H](O)[C@@H](O)[C@@H]1O	6%[23.9 µM]	i	x	x	3	x	x
64	COc1ccc(C(=O)N2CCN(c3cc(-c4ccccc4)[nH]n3)CC2)c(OC)c1	-2%	i	3%	u	-12	-9%	u
65	COc1ccc(-c2nnc([C@H]3CCN(S(=O)(=O)Cc4ccccc4)C3)o2)cc1	-26%[87.6 µM]	-8%[88.5 µM]	50µM*	u	1	9%[87.6 µM]	u
66	CCCn1c(=O)c2c(nc3n2CCN3c2ccc(C)cc2)n(C)c1=O	4%	x	x	x	15	32%[activator]	x

Only part of the results is shown; count on the stated rates, not on these rows.
